GalR3 antag: antagonists of human GalR3. O60755. HEK293 GalR3-CNG cAMP membrane potential fluorescence; galR3 body fused to GalR1 C-terminus. inhibition, % at 3 µM. 360,000 compounds, 0.44% hits;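 active means inhibition above the screen-wide average plus 3 SD, cut at about 13% in these data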;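 further: forskolin and galanin both at EC90 stimulate the cells; cAMP rise reported by CNG channel membrane potential dye signal; 0% = forskolin plus galanin with DMSO and 100% = forskolin alone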
Target sequence (O60755 1-299 limits assumed): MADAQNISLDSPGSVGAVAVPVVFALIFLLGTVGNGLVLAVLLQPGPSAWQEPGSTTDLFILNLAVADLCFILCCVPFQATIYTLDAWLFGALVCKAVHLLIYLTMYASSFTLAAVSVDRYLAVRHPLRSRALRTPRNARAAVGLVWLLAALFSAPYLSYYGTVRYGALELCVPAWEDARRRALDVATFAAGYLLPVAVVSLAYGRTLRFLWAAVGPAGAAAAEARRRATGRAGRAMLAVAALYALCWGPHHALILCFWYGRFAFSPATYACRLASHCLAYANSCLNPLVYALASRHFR
MEKK3 PB1 HTS: raises or lowers MEK5 binding to the human MEKK3 PB1 domain; 290,000 compounds, 1.4% hits; Q99759; AID 1529; bead-based flow cytometry, Alexa488-MEK5 binding to MEKK3; actives lie on both sides; 0 = blocked by unlabeled MEK5, 100 = vehicle; binding response (% of control), % at 10 µM;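 active means binding response more than 3 SD above or below the average of its plate-row segment, actives on both sides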;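 further: Alexa488 bead fluorescence after subtracting the streptavidin-only scavenger bead signal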
Target sequence (Q99759 whole entry, looked up, the tested form may be a part): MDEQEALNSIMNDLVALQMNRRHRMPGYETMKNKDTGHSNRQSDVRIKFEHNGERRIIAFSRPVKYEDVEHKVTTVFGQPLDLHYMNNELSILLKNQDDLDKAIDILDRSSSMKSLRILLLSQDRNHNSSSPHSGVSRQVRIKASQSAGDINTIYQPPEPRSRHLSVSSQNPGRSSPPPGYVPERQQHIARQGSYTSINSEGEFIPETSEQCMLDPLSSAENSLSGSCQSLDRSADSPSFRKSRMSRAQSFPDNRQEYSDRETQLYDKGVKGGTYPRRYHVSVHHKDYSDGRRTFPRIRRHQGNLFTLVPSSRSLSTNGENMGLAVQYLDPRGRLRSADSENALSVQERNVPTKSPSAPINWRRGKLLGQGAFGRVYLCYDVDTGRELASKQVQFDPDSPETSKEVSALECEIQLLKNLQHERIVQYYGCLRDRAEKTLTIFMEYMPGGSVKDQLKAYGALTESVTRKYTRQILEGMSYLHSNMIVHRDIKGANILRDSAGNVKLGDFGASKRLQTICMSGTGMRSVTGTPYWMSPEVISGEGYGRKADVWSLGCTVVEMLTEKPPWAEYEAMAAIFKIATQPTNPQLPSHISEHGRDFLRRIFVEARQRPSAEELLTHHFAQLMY
FID counter: displaces DNA intercalator in HCV helicase counter-screen; AID 1845; 290,000 compounds, 0.17% hits; inhibition, % at 7.9 µM; DNA fluorescent intercalator displacement, fluorescence; in the data active means inhibition above about 37%;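 further: 0% = vehicle and 100% = reference compound; higher means more ethidium bromide displaced from hairpin DNA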
MEKK2 mut-MEK5: signal of MEK5 binding to mutant human MEKK2 PB1 domain. 290,000 compounds, 0.35% hits. AID 1530. percent response, % at 10 µM. bead flow cytometry, Alexa488-MEK5 binding to MEKK2 mutant; in the data active means percent response above about 24%, passing the limit was not always enough; further: inactives centre near 1; some results filed as inactive read as strong as hits
CRFR2-BP antag: CRF-BP/CRF-R2 complex antagonism. HEK293 CRF-R2/CRF-BP, CRF-induced calcium fluorescence. AID 588475. 350,000 compounds, 0.59% hits. inhibition, % at 11.8 µM;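 active means inhibition of the ligand-induced calcium signal above about 50% at the single tested concentration, limit read from the data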
CRFR2-BP ag: agonists of human CRF-binding protein/CRF-R2 receptor complex | 350,000 compounds, 0.46% hits | HEK293 CRF-R2/CRF-BP, calcium dye fluorescence (FLIPR); percent of saturating CRF peptide response | activation, % at 13.2 µM;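 active means activation of at least 50%, plus an integration ratio under a set limit after plate pattern correction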;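 further: plate controls were neutral control wells without compound for no effect and CRF at EC100 for full effect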
HCV NS3 hel inh: blocks Hepatitis C virus NS3 helicase unwinding | NS3 helicase DNA unwinding, Cy5 molecular beacon fluorescence | inhibition, % at 10.9 µM | 290,000 compounds, 0.56% hits | AID 1800;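 active means inhibition above the mean of all tested compounds plus 3 SD, set per campaign, cut at about 35% in these data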;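 further: 0% = DMSO wells and 100% = thioflavine S control wells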
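Measured by: Cy5 fluorescence, 0 and 60 min reads / Assay system: NS3 helicase fragment of HCV / Control set: low DMSO, high thioflavine S at 110 µM / Times: 1 h reaction at 25 °C, ATP-initiated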
UBC9 SUMO inh: inhibitors of human SUMOylation (UBC9) | 290,000 compounds, 0.36% hits | P63279 | HTRF SUMOylation assay, SAE1/SAE2 + UBC9, in vitro | inhibition, % at 35 µM; in the data active means inhibition above about 50%, passing the limit was not always enough; further: strong numbers were not always called active
Target sequence (P63279 whole entry, looked up): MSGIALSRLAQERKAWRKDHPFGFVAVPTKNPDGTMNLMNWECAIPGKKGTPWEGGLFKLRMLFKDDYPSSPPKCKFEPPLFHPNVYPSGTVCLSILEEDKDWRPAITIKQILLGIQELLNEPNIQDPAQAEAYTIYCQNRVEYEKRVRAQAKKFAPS
MEKK2 WT-MEK5: raises or lowers MEK5 binding to wildtype human MEKK2 PB1 domain; Q9Y2U5; bead flow cytometry, Alexa488-MEK5 binding to MEKK2 WT; actives lie on both sides; binding response (% of control), % at 10 µM; 290,000 compounds, 1.1% hits; AID 1531; in the data active means binding response below about 67% or above about 130%
Numbers without * were called inactive; . = not tested or not shown; & = joins results of further samples. The list is partial; count on the stated rates, not on these rows.

Preview:
SMILES	GalR3 antag	MEKK3 PB1 HTS	FID counter	MEKK2 mut-MEK5	CRFR2-BP antag	CRFR2-BP ag	HCV NS3 hel inh	UBC9 SUMO inh	MEKK2 WT-MEK5
CSc1ccc(-c2nc(CN3CCCCC3c3cccnc3)c(C)o2)cc1 (centres undefined)	3	98	-6	6	-7	-0.8	-6	3	102
Cc1ccc(NC(=S)N(CCCN2CCCC(C)C2)Cc2ccco2)cc1C (centres undefined)	-3	105	6	10	-6	0.8	-4	-4	113
COc1ccc(C2C(C(=O)c3cccs3)=C(O)C(=O)N2c2nncs2)cc1 (centres undefined)	-1	99	3	-2	-303	265*	7	16	98

This part in full, previewed entries included:
SMILES	GalR3 antag	MEKK3 PB1 HTS	FID counter	MEKK2 mut-MEK5	CRFR2-BP antag	CRFR2-BP ag	HCV NS3 hel inh	UBC9 SUMO inh	MEKK2 WT-MEK5
CSc1ccc(-c2nc(CN3CCCCC3c3cccnc3)c(C)o2)cc1 (centres undefined)	3	98	-6	6	-7	-0.8	-6	3	102
Cc1ccc(NC(=S)N(CCCN2CCCC(C)C2)Cc2ccco2)cc1C (centres undefined)	-3	105	6	10	-6	0.8	-4	-4	113
COc1ccc(C2C(C(=O)c3cccs3)=C(O)C(=O)N2c2nncs2)cc1 (centres undefined)	-1	99	3	-2	-303	265*	7	16	98
O=S(=O)(/N=C(/Nc1cc(N2CCOCC2)ncn1)c1ccc(F)cc1)c1ccccc1	-5&0	101	-7	-1	-44&-9	-2.0&0.5	-7	6	100
CCCN1Cc2cccc(C(=O)NCc3cccs3)c2C1=O	1	.	-11	.	58*	0.6	-2	4	.
Cc1cc(C)n(C(=O)c2ccc(Cn3nc(C)c(Br)c3C)o2)n1	-5	82	-13	1	17	-0.4	-3	-6	99
COc1ccc(Cl)cc1NC(=O)N1CCN(CCc2ccccc2)CC1	-8	104	-10	9	-18	-0.5	-7	-2	114
CC1CC(C)CN(C(=O)CSc2ccsc2[N+](=O)[O-])C1 (centres undefined)	-4	102	7	3	18	-0.7	-5	15	100
COc1cc(NC(=O)c2ccccc2)c(OC)cc1Cl	-3	114	-6	9	11	-1.4	-3	8	102
CC(C)N(Cc1nc(-c2ccc(Cl)cc2)no1)C(=O)C(c1ccccc1)c1ccccc1	-5	104	-7	-2	1	5.9	-5	-1	95
Cc1nc(SCC(=O)NCc2ccc3c(c2)OCO3)c(C#N)c2c1CCCC2	-5	104	-16	6	7	3.0	7	-7	109
Cc1ccc(NC(=O)c2cc(S(=O)(=O)N3CCCCC3)cs2)cc1	-3	99	-19	0	-54	0.8	0	-8	98
CC(C)C[C@@H](CO)N1CCN(Cc2ccccc2)CCC1=O	-5	109	-4	-3	7	0.4	-3	3	107
Fc1ccc(-n2c(-c3ccc4c(c3)OCO4)n[nH]c2=S)cc1Cl	-3	106	-4	12	1	-5.5	0	4	111
Cc1cc(=O)[nH]c(-n2ncc(C#N)c2N)n1	-3	88	-4	-2	5	-0.3	2	-8	77
CN(C)C(=O)NC1c2ccccc2-c2ccccc21	-12	103	-10	6	17	-1.8	13	5	108
CC12CN(NC(=O)c3ccc(Cl)cc3)C3(C#N)CC1CCC23C (centres undefined)	-4	101	-17	1	3	-4.2	19	-4	101
O=C(Cn1c(COc2ccccc2)nc2ccccc21)Nc1cc(Cl)cc(Cl)c1	-5	101	1	-1	27	0.6	1	-3	102
CCCN1CCN(CCCNC(=O)C2CCCN(c3nnc(-n4cccc4)s3)C2)CC1 (centres undefined)	-2	89	6	-1	11	0.2	-3	8	95
COc1ccc(C)cc1S(=O)(=O)N(CC(=O)O)c1ccc(C)cc1	-4	99	-25	4	-9	0.7	-2	6	100
CCOC(=O)C1CCCN(C2CCN(Cc3nc(Cc4ccccc4)no3)CC2)C1 (centres undefined)	-3	102	2	6	-6	0.6	14	-18	99
CCOC(=O)CNC(=O)C1COc2ccccc2O1 (centres undefined)	-7	99	-3	-1	4	-0.4	-15	13	104
CCCC(=O)Nc1ccc(C(=O)Nc2nnc(COC)s2)cc1	-6	102	-6	-3	-4	-1.1	14	-14	100
O=C(CN(C(=O)CCC(=O)Nc1nccs1)c1ccccc1F)NCC1CCCO1 (centres undefined)	2	103	-3	7	3	1.2	-2	20	104
C/C(CC(=O)Nc1ccc2c(c1)OCCO2)=N\NC(=O)c1ccccn1	-4	69	-21	-2	-4	-2.3	-6	-1	78

Next section:
SMILES	GalR3 antag	MEKK3 PB1 HTS	FID counter	MEKK2 mut-MEK5	CRFR2-BP antag	CRFR2-BP ag	HCV NS3 hel inh	UBC9 SUMO inh	MEKK2 WT-MEK5
Cc1ccc(C(C(=O)NC(C)(C)C)N(CC2CCCO2)C(=O)CCC(=O)Nc2ccccn2)cc1 (centres undefined)	-11	96	-31	-6	-4	-0.2	21	-10	96
Cc1cc(C)c2c(=O)n(CC(=O)Nc3cccc(Cl)c3C)sc2n1	0	102	-10	-1	-32	46	-3	28	103
O=C(Cc1ccccc1)c1nc2ccccc2s1	1	91	-2	-1	-11	-1.9	-4	-2	96
O=C(NCCc1c[nH]c2ccccc12)c1ccco1	-3	100	-7	-4	0	0.3	9	6	99
Cc1ccc(NC(=O)C2CCN(S(=O)(=O)c3c(C)n[nH]c3C)CC2)nc1	-4	99	-2	11	17	-0.2	-4	-13	100
COc1ccc(-c2noc(CCCC(=O)NCCc3ccccc3)n2)cc1OC	-2	105	-26	3	-33	1.0	27	-23	113
Cc1ccc2cc(C#N)c(NCCNC(=O)C3CCC3)nc2c1C	-4	104	-7	0	-7	-6.5	-8	-2	100
O=C(Cn1c(=O)n(CC2CCCO2)c(=O)c2ccccc21)c1ccccc1 (centres undefined)	-2	121	-14	10	1	-2.8	-1	4	117
NC(=O)C1CCN(C(=O)CCSc2ccc(Cl)cc2)CC1	-5	105	-3	0	-3	-1.4	-3	6	101
Cc1ccc(C(=O)Nc2ccncc2)cc1[N+](=O)[O-]	-10	102	0	-4	27	0.6	-3	-2	102
O=C(O)c1nn(-c2ccccc2-c2n[nH]c(=O)[nH]c2=O)c(=O)[nH]c1=O	.	86	-3	11	.	.	4	12	100
COc1cccc(OC)c1C(=O)Nc1ccc(S(=O)(=O)Nc2cc(C)nc(C)n2)cc1	-1	85	0	-3	19	-0.9	1	9	86
N=c1ccn(Cc2cccc(F)c2)cc1	-5	101	2	3	8	0.0	13	-5	98
COc1cccc(NC(=S)N(C)C2CCN(C)CC2)c1	-9	104	0	4	-3	9.3	-3	-18	106
COc1cc(C#N)c(NS(=O)(=O)c2ccc3[nH]c(=O)sc3c2)cc1OC	-8	97	-10	-6	-8	4.7	11	0	96
CCOC(=O)Cc1csc(NC(=O)c2ccco2)n1	-3	102	0	4	-12	0.0	-10	20	99
O=C(Cn1cc([N+](=O)[O-])cn1)Nc1ccc(Cn2cc(Br)cn2)cc1	-2	99	4	6	24	-0.8	7	0	108
CCOC(=O)c1c(C)c(C)n(Cc2ccc(OC)c(OC)c2)c1C	-1	99	-18	-2	22	4.8	1	8	97
Clc1ccc2[nH]c3c(N4CCC5(CC4)OCCO5)ncnc3c2c1	.	113	0	19	7	-0.1	-10	39	117
Cc1ccc(NC(=O)Cc2csc(-c3ccccc3)n2)cc1F	-7	95	-4	-3	14	2.6	-7	-17	105
CCSc1nnc(NC(=O)C2C3C=CC(C3)C2C(=O)O)s1 (centres undefined)	-7	95	0	4	8	-2.6	3	3	96
O=C(N/N=C/c1ccccc1C(=O)O)C(=O)N1CCCCC1	-5	96	0	0	-1	2.6	4	17	99
COc1ccccc1N1CCN(C(=O)C2CCN(S(=O)(=O)c3ccc4c(c3)CC(C)N4C(=O)C3CC3)CC2)CC1 (centres undefined)	-3	101	-51	1	16	1.2	-18	15	97
CC(C)c1ccc(NC(=O)NCc2ccc(F)cc2)cc1	-5	95	-7	-3	17	0.2	-19	-14	94
N#Cc1ccccc1NC1=CC(=O)CCC1	-6	105	1	11	-1	-3.7	6	13	106

Next structures follow:
SMILES	GalR3 antag	MEKK3 PB1 HTS	FID counter	MEKK2 mut-MEK5	CRFR2-BP antag	CRFR2-BP ag	HCV NS3 hel inh	UBC9 SUMO inh	MEKK2 WT-MEK5
CC1CN(C(=O)COc2ccc3ccccc3c2Br)CC(C)O1 (centres undefined)	0	100	-39	-1	-6	0.2	-9	14	102
CN(Cc1ccccc1)C(=O)CSc1nc2ccccc2[nH]1	-2	100	-19	1	-5	-1.0	2	9	96
CCc1ccc(C(O)(c2ccccc2OC)C(CN2CCOCC2)c2ccccc2)cc1 (centres undefined)	-4	102	8	0	-6	0.0	-22	-11	101
COc1cc(OC)c(N(C)C(=O)CCNC(=O)Cn2cnc3ccccc3c2=O)cc1Cl	-9	104	-18	5	-17	-1.7	-3	-16	101
COc1ccc(CNC(=O)CN2CCN(c3ccccc3O)CC2)cc1OC	2	98	-17	3	6	0.5	-5	16	102
O=S(=O)(NCc1ccccc1)c1cccc(S(=O)(=O)N2CCOCC2)c1	-1	104	-1	0	-10	-2.4	7	6	102
O=C(c1ccc(-c2ccccc2)cc1)C1CCCN(C(=O)c2cncs2)C1 (centres undefined)	4	102	-22	-12	-15	0.0	-11	13	87
COc1cc(NC(=S)NCc2cccnc2)cc(OC)c1OC	-3	104	5	-3	3	-1.3	-12	4	102
COc1ccc(/C=N/Nc2cn[nH]c(=O)c2Cl)cc1	-4	97	-9	-3	-2	-1.3	-15	32	94
COc1ccc(Cn2nnnc2C(c2cc3cc(C)ccc3[nH]c2=O)N2CCN(C)CC2)cc1 (centres undefined)	-4	102	3	-3	-3	0.5	-4	13	101
Oc1ccc(N=Nc2cccc(Cl)c2)cc1C=Nc1ccc(N2CCOCC2)cc1	3	97	6	4	15	-2.2	19	-9	100
O=S(=O)(/N=C(/Nc1cccc2ccccc12)c1ccccc1)c1ccc(Br)cc1	-1	93	-31	1	15	1.8	-3	.	91
O=C(Oc1cc2oc(=O)cc(-c3ccccc3)c2cc1Cl)C1CCCCC1	-1	102	-2	15	14	-0.4	14	23	99
CCCCN1CC2([N+](=O)[O-])C=CC(=O)C([N+](=O)[O-])(C1)C2CC(=O)c1ccccc1 (centres undefined)	1	101	-1	1	1	0.4	0	2	90
CCn1c(SC(C)C(=O)O)nc2sc3c(c2c1=O)CCC3 (centres undefined)	7	105	0	2	14	-2.0	6	-1	102
NC(=O)CC(NC(=O)Cc1ccc(Br)cc1)c1ccc(NCc2ccc(F)cc2)c([N+](=O)[O-])c1 (centres undefined)	0	99	.	1	-9	3.8	.	44	99
CSCCC(NS(=O)(=O)c1ccc(Cl)cc1)C(=O)O (centres undefined)	-1	98	2	-1	0	0.3	-12	4	97
C=CCc1ccc(OCC(O)CO)c(OC)c1 (centres undefined)	1	.	-3	.	-4	-1.6	6	-24	.
CC(C)(C)C(=O)OCCNc1nc(-c2ccccc2)nc2ccccc12	-10	122	5	0	-18	0.8	-12	-4	102
O=C(NCc1ccccc1Cl)C1CCCN(S(=O)(=O)c2cccc3nsnc23)C1 (centres undefined)	-4	99	-4	-1	15	0.1	6	24	96
CCOc1ccc(OCC)c(NC(=O)c2nnn(CC(=O)Nc3cc(C)cc(C)c3)c2N)c1	1	101	-5	-3	6	0.5	-36	.	101
Cc1ccc(-c2[nH]nc3c2C(c2ccoc2)C(C#N)=C(N)O3)cc1C (centres undefined)	.	109	-10	5	-10	1.2	16	29	106

Copied from above for reference:
SMILES	GalR3 antag	MEKK3 PB1 HTS	FID counter	MEKK2 mut-MEK5	CRFR2-BP antag	CRFR2-BP ag	HCV NS3 hel inh	UBC9 SUMO inh	MEKK2 WT-MEK5
CC1CN(C(=O)COc2ccc3ccccc3c2Br)CC(C)O1 (centres undefined)	0	100	-39	-1	-6	0.2	-9	14	102
CN(Cc1ccccc1)C(=O)CSc1nc2ccccc2[nH]1	-2	100	-19	1	-5	-1.0	2	9	96
